Assay outcomes (PubChem BioAssay)
EBI2 block = EBI2 receptor antagonists, beta-arrestin recruitment, primary screen, cell-based, luminescence, 7a,25-OHC stimulation, uHTS. inhibition, % at 5 µM. 7a,25-OHC stimulated. G-protein coupled receptor 183 (Homo sapiens), P32249. hit rate 0.81% among 360,000; in the data active = inhibition above about 38%;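 note: enzyme fragment complementation signal reports receptor beta-arrestin coupling in cells; 0% = agonist plus DMSO wells and 100% = wells without agonist; some results beyond the cut were filed as inactive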
APJ antag = antagonists of human apelin receptor APJ, primary screen, CHO-K1 cells, beta-arrestin complementation, luminescence; P35414; inhibition, % at 20 µM; hit rate 0.32% among 330,000;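 active = inhibition above about 40% at 20 µM, limit read from the data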;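 note: cells challenged with 10 nM apelin-13 agonist together with compound; plate controls were apelin-13 plus DMSO wells for no effect and DMSO wells lacking apelin-13 for full effect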
Target sequence (P35414 whole entry, looked up): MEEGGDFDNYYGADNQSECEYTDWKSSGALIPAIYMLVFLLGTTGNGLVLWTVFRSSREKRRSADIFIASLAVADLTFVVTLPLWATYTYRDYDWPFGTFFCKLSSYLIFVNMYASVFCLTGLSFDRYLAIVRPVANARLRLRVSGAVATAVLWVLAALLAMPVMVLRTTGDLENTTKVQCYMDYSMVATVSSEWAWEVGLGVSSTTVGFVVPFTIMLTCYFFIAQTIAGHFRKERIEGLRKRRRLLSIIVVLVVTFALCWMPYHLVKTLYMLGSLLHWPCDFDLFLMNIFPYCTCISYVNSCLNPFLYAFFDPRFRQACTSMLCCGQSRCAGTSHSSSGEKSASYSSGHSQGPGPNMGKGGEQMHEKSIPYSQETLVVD
Jurkat NFkB inh = inhibitors of induced NF-kB luciferase reporter, primary screen, TCR NF-kB activation inhibitor project, cell-based, luminescence, uHTS. Jurkat, PMA/ionomycin-induced NF-kB luciferase reporter. inhibition, % at 4 µM. hit rate 0.53% among 330,000; in the data active = inhibition above about 50%
697 NFkB inh = inhibitors of PMA/ionomycin-induced NF-kB reporter, 697 cells, primary screen, B-cell NF-kB inhibitor project, cell-based, luminescence, uHTS. inhibition, % at 4 µM. hit rate 0.33% among 330,000. 697 B-cell NF-kB luciferase reporter, 16 h. AID 435022, 2010; in the data active = inhibition above about 35%
Gli-Sufu block = Gli-Sufu pathway antagonists, primary screen, luciferase luminescence, Sufu-KO-LIGHT cells, uHTS; inhibition, % at 5 µM; Sufu-KO-LIGHT fibroblasts, Gli luciferase reporter luminescence; hit rate 0.74% among 340,000;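 active = inhibition above about 55%, limit read from the data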;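 note: 0% = DMSO-treated cells and 100% = wells with medium but no cells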
CCR6 antag = CCR6 receptor antagonists, primary screen, cell-based, CHO-K1, luminescence, beta-arrestin, uHTS | CHO-K1 CCR6 PathHunter beta-arrestin, CCL20-stimulated | inhibition, % at 20 µM | hit rate 0.49% among 340,000 | AID 493098, 2011;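 active = compounds whose inhibition of the agonist-driven luminescence signal at 20 µM reaches about 50%, limit read from the data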;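 note: cells stimulated with CCL20 at 14 nM final; plate controls were DMSO with CCL20 for no effect and DMSO without agonist for full effect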
UBC13 polyUb = UBC13 polyubiquitin chain formation inhibitors, primary screen, biochemical, TR-FRET, uHTS. AID 485273, 2010. inhibition, % at 20 µM. Ubiquitin-conjugating enzyme E2 N (Homo sapiens), P61088. hit rate 0.47% among 330,000; in the data active = inhibition above about 45%, passing the limit was not always enough
Target sequence (P61088 whole entry, looked up): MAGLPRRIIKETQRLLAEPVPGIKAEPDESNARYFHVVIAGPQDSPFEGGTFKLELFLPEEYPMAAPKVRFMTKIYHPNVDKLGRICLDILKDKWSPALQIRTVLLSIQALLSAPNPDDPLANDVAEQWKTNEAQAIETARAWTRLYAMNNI
CXCR6 inh = CXCR6 receptor inhibitors, primary screen, cell-based, beta-arrestin, luminescence, CHO-K1 PathHunter, 1536-well. C-X-C chemokine receptor type 6 (Homo sapiens), O00574. inhibition, % at 20 µM. hit rate 0.36% among 360,000. AID 602244, 2012; in the data active = inhibition above about 34%, passing the limit was not always enough;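 note: antagonist mode with CXCL16 agonist at 10 nM final; 0% = 10 nM CXCL16 with DMSO and 100% = unstimulated wells without agonist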
Target sequence (O00574 whole entry, looked up): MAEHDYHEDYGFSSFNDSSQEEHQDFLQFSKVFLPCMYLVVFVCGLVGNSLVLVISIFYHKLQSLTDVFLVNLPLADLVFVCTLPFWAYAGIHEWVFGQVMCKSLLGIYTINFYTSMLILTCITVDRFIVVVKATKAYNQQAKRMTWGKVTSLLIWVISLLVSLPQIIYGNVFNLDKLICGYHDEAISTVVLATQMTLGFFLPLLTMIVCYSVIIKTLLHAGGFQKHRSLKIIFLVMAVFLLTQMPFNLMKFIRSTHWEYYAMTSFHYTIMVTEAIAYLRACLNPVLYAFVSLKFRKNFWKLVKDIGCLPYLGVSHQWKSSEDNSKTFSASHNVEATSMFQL
Starred values were filed as active, the others as inactive; . = no result given.

SMILES	EBI2 block	APJ antag	Jurkat NFkB inh	697 NFkB inh	Gli-Sufu block	CCR6 antag	UBC13 polyUb	CXCR6 inh
c1ccc(-c2nn3c(C4CCCCC4)nnc3s2)cc1	-1	-3	-9	-21	-2	16	-4	3
O=C(/C=N/O)Nc1ccc2sc3ccccc3c2c1	-3	-45	-11	6	2	-24	7	5
O=S(=O)(c1cccs1)N1CCN(c2ccccc2F)CC1	3	17	15	2	-9	5	11	-4
COCc1cc(CNC(=O)C2CCC(=O)N(Cc3cccc(OC)c3)C2)[nH]n1 (centres undefined)	3	2	2	8	-3	1	-2	-3
COc1ccc(NCC(O)Cn2cnc3c2c(=O)n(C)c(=O)n3C)cc1 (centres undefined)	-14	-4	-7	-10	-6	0	5	-3
O=C(CSC1=NCCS1)Nc1cccc2ccccc12	8	13	0	-2	5	26	15	-4
O=C1COc2ccc(C(=O)COC(=O)c3cc(S(=O)(=O)N4CCOCC4)ccc3F)cc2N1	-12	-21	2	-9	2	0	-4	0
COc1ccccc1NC(=O)c1ccc(NC(=O)COC(=O)CC(NC(=O)c2ccccc2Cl)c2ccccc2)cc1 (centres undefined)	4	8	-12	-8	21	7	-9	-7
CCc1ccc(OCC(=O)NC(NC(=S)Nc2ccccc2C)C(Cl)(Cl)Cl)cc1 (centres undefined)	16	6	14	-4	-9	-2	-14	-1
Cc1ccc(NC(=O)COC(=O)c2c(C)nn(-c3ccccc3)c2C)cc1	-15	5	8	12	-5	1	5	-8
Cc1ccc(S(=O)(=O)C2CS(=O)(=O)CC2O)cc1 (centres undefined)	-6	0	9	11	-14	6	-5	1
CCN1C(=O)/C(=C2\Sc3ccccc3N2CC)OC1=S	-13	2	6	6	4	7	-4	0

Part of the list above in order of length of the SMILES, falling.
SMILES	EBI2 block	APJ antag	Jurkat NFkB inh	697 NFkB inh	Gli-Sufu block	CCR6 antag	UBC13 polyUb	CXCR6 inh
CCc1ccc(OCC(=O)NC(NC(=S)Nc2ccccc2C)C(Cl)(Cl)Cl)cc1 (centres undefined)	16	6	14	-4	-9	-2	-14	-1
COc1ccc(NCC(O)Cn2cnc3c2c(=O)n(C)c(=O)n3C)cc1 (centres undefined)	-14	-4	-7	-10	-6	0	5	-3
Cc1ccc(S(=O)(=O)C2CS(=O)(=O)CC2O)cc1 (centres undefined)	-6	0	9	11	-14	6	-5	1
CCN1C(=O)/C(=C2\Sc3ccccc3N2CC)OC1=S	-13	2	6	6	4	7	-4	0
O=C(/C=N/O)Nc1ccc2sc3ccccc3c2c1	-3	-45	-11	6	2	-24	7	5

The main list resumes, repeating the three entries before the break.
SMILES	EBI2 block	APJ antag	Jurkat NFkB inh	697 NFkB inh	Gli-Sufu block	CCR6 antag	UBC13 polyUb	CXCR6 inh
Cc1ccc(NC(=O)COC(=O)c2c(C)nn(-c3ccccc3)c2C)cc1	-15	5	8	12	-5	1	5	-8
Cc1ccc(S(=O)(=O)C2CS(=O)(=O)CC2O)cc1 (centres undefined)	-6	0	9	11	-14	6	-5	1
CCN1C(=O)/C(=C2\Sc3ccccc3N2CC)OC1=S	-13	2	6	6	4	7	-4	0
Cc1ccc(CC(CC(=O)O)C(=O)NC2CCCCC2)cc1 (centres undefined)	1	-4	4	15	-1	1	-9	0
COc1cc(OC)c2c(-c3cccc(-c4ccc(F)c(Cl)c4)c3)cc(=O)oc2c1	30	.	.	2	-6	12	.	-1
CCCn1c(SCC(=O)NC2CCCC(C)C2C)n[nH]c1=O (centres undefined)	10	15	6	16	15	8	4	2
O=C1CC2(CCN(C(=O)c3cccc(F)c3)CC2)Oc2ccccc21	1	3	3	-4	10	1	8	4
Cc1ccc(S(=O)(=O)N(CCCN(C)C)Cc2ccc3c(c2)OCO3)cc1	-14	7	-20	-37	13	10	2	-6
Cc1ccc2nc(-c3ccc(NC(=O)C(C)Sc4nncs4)cc3)sc2c1 (centres undefined)	35	-21	-167	-163	-105	19	6	2
OC1(c2ccc(F)cc2)CCN(Cc2ccccc2)C1 (centres undefined)	-6	-14	-2	19	5	-2	2	3
S=C(Nc1ccc(Cl)c(Cl)c1)N1CCCC1	-17	5	-2	-4	4	-4	10	-5
Cc1ccc(C2(C)NC(=O)N(CC(=O)NNC(=O)c3ccccc3)C2=O)cc1 (centres undefined)	-7	-67	-1	14	-10	-5	-7	4
O=[N+]([O-])c1ccc2nc(CN3CCCCC3)[nH]c2c1	-6	0	-17	-2	-6	10	5	10
O=C(O)c1cccc(NC(=O)C2C3C=CC(C3)C2C(=O)O)c1 (centres undefined)	-8	-27	-22	-16	5	9	-11	9
CCc1cc2ccc(C)cc2nc1SCC(=O)Nc1cc(OC)c(OC)cc1C(=O)O	1	-10	7	2	-7	1	5	-7
COC(=O)CCC(=O)Nc1sc(Cc2ccccc2)c(C)c1C(N)=O	16	17	5	8	-3	20	-6	11
Cc1cccc(N2CCN(C(=O)c3ccc(NC(=O)C4CCCO4)cc3)CC2C)c1 (centres undefined)	0	-15	-3	10	6	-6	8	-7
CCOc1cc(C(=O)Nc2cc(=O)n(C)c(=O)n2C)cc(OCC)c1OCC	-6	3	-11	11	-3	3	-6	-5
CCN(CC)C(=O)c1nn(-c2ccccc2)c2c1C1CCC2(C)C1(C)C (centres undefined)	-1	6	5	6	6	17	12	2
O=C(CCN1CCc2ccccc2C1)Nc1ccccc1	2	-8	2	-8	3	15	3	4
CCOc1ccccc1NC(=O)CSc1nc(=O)n(Cc2ccccn2)c2c1CCC2	4	22	9	9	8	10	7	2
COc1ccc(CN(Cc2cccn2C)C(=O)c2cc3cc(OC)ccc3[nH]2)cc1	10	10	13	-10	0	18	4	6
COCCCn1c(SCc2ccccc2)nc2cc(OC)c(OC)cc2c1=N	54*	12	-17	-46	20	38	22	-8
Fc1ccc(-c2csc3ncnc(N4CCN(Cc5ccccc5)CC4)c23)cc1	8	6	0	-21	35	23	-4	-17
COc1ccc(CC(=O)NCC2COc3ccccc3O2)cc1 (centres undefined)	-5	12	6	14	0	19	5	6
COC(=O)c1ccc(C(=O)OC)c(NC(=S)N2CCCC(C)C2)c1 (centres undefined)	-4	26	13	-2	-5	-8	5	-5
O=C1C=C(N2CCCCC2)c2ccccc2C1=O	-12	-17	12	-3	2	3	-192	-6
O=C1N[C@@H](Cc2ccccc2)C(=O)N2[C@H]1C[C@]1(Br)c3ccccc3N(S(=O)(=O)c3ccc(F)cc3)[C@H]21	-7	4	11	17	-52	2	-3	0
O=C(NNC(=O)c1cccs1)c1ccc(S(=O)(=O)N2CCCCC2)cc1	-4	2	6	-4	-2	-3	9	9
N/C(=N\OC(=O)c1cccc(Cn2cc(C(F)(F)F)ccc2=O)c1)c1ccccc1	15	-29	3	-27	0	-24	2	-14
CCn1c(SCC(=O)c2cc(OC)ccc2OC)nnc1C1CC1	-9	-16	-14	-46	-6	5	-18	-6
COc1ccc(-c2cc(C(F)(F)F)n3nc(C(=O)NCc4ccco4)cc3n2)cc1OC	-1	13	7	9	3	8	4	0
C/C(=N/NC(=O)CSc1nc2ccccc2n1C)c1ccc(O)cc1	9	-9	-2	27	4	10	0	0
Cc1ccc(O)c(NC(=O)c2cc(-c3ccc(F)cc3)on2)c1	9	3	71*	-66	-1	-5	0	0
S=C(NCc1cccs1)Nc1cc(Cl)cc(Cl)c1	-15	-9	6	1	3	2	2	-16
CCCCCCCCn1cc(C(C)=O)c(=O)[nH]c1=O	-11	-16	-6	12	1	14	4	1
CCOC(=O)c1c(C)nn(Cc2ccccc2)c1N	4	-1	-11	-69	4	-7	-10	-1
Cc1onc(-c2c(F)cccc2Cl)c1C(=O)Nc1cccc(S(=O)(=O)NC2=NCCC2)c1	2	8	9	-5	0	-7	0	3
COc1ccccc1NC(=O)c1sc2nc3n(c(=O)c2c1C)CCC3	-9	14	-10	-15	0	5	22	-7
Cc1cc(C)cc(N2C(=O)CC(N(C(=O)c3ccco3)c3cc(C)cc(C)c3)C2=O)c1 (centres undefined)	16	14	5	23	6	10	7	5
C=C(C)COc1ccc(C2NC(=O)c3ccccc3O2)cc1OCC (centres undefined)	-3	10	16	-16	0	5	11	-3
COc1ccccc1CNC(=O)Cn1nc(C)c([N+](=O)[O-])c1C	7	7	-19	-45	-1	1	-7	-8
Cc1ccc(C)c(NC(=S)NNC(=O)c2ccco2)c1	-7	22	-6	-1	-1	12	1	0
Nc1oc2ccc(F)cc2c(=O)c1C=O	1	14	-3	9	-2	2	3	6
COc1cc(NC2c3ccccc3C(=O)N2Cc2ccccc2)cc(OC)c1OC (centres undefined)	25	-6	-8	-24	10	-2	-5	7
O=C(CCCOc1ccccc1)Nc1ccc(S(=O)(=O)N2CCOCC2)cc1	-1	3	2	-26	3	-18	-4	-4
O=C(O)c1cc(N/N=C/c2cccnc2)ccc1Cl	1	-9	3	-2	-16	-3	13	5
Cc1ccc(C)n1-c1cccc(NC(=O)c2ccccc2)c1	2	14	1	-1	-11	16	3	15
COc1ccc(CNC(=O)COC(=O)CC2CC3CCC2C3)cc1OC (centres undefined)	-5	14	12	4	-15	-1	7	14
COc1ccc(N2CCN(CC(O)COc3ccc(C)c(C)c3)CC2)cc1 (centres undefined)	26	20	13	11	38	11	1	-3
COc1ccc(NS(=O)(=O)c2cc(NC(=O)c3cc(F)c(F)c(F)c3F)ccc2N2CCCC2)cc1	-2	-8	7	33	-26	7	-8	-1
Cc1ccc(CNC(=O)C2CC3Cn4c(nc5cc6ccccc6cc54)C3N2C)o1 (centres undefined)	5	11	19	-3	-15	1	6	-9
O=C(NC1CCS(=O)(=O)C1)c1cccc(S(=O)(=O)N2CCCC2)c1 (centres undefined)	0	15	18	16	3	-5	0	-6
COc1ccc2c(c1OC)C(=O)N(c1ccc(OCc3ccccc3)cc1)C2=O	5	-8	3	-11	-4	12	-4	0
CN(C)C(CNC(=O)c1cccc(S(=O)(=O)N2CC3(C)CC2CC(C)(C)C3)c1)c1ccco1 (centres undefined)	4	7	-9	-36	4	10	4	-3
O=S(=O)(Nc1cccc(S(=O)(=O)N2CCCC2)c1)c1ccc(Cl)cc1	-5	-3	-7	9	3	3	1	3
Cc1cccc(NC(=O)N2CCN(Cc3ccc(Cl)cc3)CC2)c1	16	6	8	6	5	6	7	7
CC1(C)Cc2c(cnn2-c2ccccc2)-c2c1c1ccccc1n2CC(O)CCl (centres undefined)	10	1	4	2	10	-6	16	5
COc1cc(C(=O)OCc2csc(CC(=O)Nc3cc(C)ccc3C)n2)ccc1OC(F)F	3	.	.	.	-3	-4	.	0
CCN(CC)S(=O)(=O)c1ccc(F)c(C(=O)OC2CC(C)OC2=O)c1 (centres undefined)	-10	12	26	17	1	-10	8	1
O=C(N/N=C/c1ccc(C(F)(F)F)cc1)c1ccc(O)cc1	6	-5	-20	-9	-14	7	1	-8
COc1ccc(CN2CCNC(=O)C2CC(=O)N(C)Cc2nccs2)cc1OC (centres undefined)	0	3	11	-18	1	11	-2	-2
CCc1c(C)n([O-])c2c([n+]1=O)CCCCC2	3	9	1	-2	0	14	3	2

Further records
SMILES	EBI2 block	APJ antag	Jurkat NFkB inh	697 NFkB inh	Gli-Sufu block	CCR6 antag	UBC13 polyUb	CXCR6 inh
O=C(CSc1nnc2ccccn12)NCc1cccs1	-6	-2	-16	15	0	5	8	-7
CSCCC(NC(=O)c1ccccc1Cl)C(=O)Nc1ccncc1 (centres undefined)	2	14	8	1	-3	10	-5	-2
COC(=O)c1sccc1NC(=O)c1c(Cl)cnn1C	-21	-12	5	-5	-2	-6	12	-4
Cc1ccc2c(c1)c1c3n2CCN(C=O)C3CCC1 (centres undefined)	-6	3	1	11	5	6	1	-5
CC(=O)c1ccc(OCCn2c(SCC(=O)O)nc3ccccc32)cc1	-10	10	3	20	0	13	-4	4
CC1CCCN(S(=O)(=O)c2ccc3c(c2)n(C)c(=O)c(=O)n3C)C1 (centres undefined)	3	5	1	4	3	13	-4	0

Compounds as they come; any-hit rate near 3%.
